GCN5L2 inh: qHTS Assay for Inhibitors of GCN5L2. Histone acetyltransferase KAT2A (Homo sapiens), Q92830. GCN5L2 HAT assay, ThioGlo1 CoA-SH fluorescence. Potency, µM (titrated, usually from 58.9 µM), inactives show at the highest dose activity change, negative = inhibition, hits mostly inhibitors. hit rate 0.21% among 390,000
Target sequence (Q92830 whole entry, looked up): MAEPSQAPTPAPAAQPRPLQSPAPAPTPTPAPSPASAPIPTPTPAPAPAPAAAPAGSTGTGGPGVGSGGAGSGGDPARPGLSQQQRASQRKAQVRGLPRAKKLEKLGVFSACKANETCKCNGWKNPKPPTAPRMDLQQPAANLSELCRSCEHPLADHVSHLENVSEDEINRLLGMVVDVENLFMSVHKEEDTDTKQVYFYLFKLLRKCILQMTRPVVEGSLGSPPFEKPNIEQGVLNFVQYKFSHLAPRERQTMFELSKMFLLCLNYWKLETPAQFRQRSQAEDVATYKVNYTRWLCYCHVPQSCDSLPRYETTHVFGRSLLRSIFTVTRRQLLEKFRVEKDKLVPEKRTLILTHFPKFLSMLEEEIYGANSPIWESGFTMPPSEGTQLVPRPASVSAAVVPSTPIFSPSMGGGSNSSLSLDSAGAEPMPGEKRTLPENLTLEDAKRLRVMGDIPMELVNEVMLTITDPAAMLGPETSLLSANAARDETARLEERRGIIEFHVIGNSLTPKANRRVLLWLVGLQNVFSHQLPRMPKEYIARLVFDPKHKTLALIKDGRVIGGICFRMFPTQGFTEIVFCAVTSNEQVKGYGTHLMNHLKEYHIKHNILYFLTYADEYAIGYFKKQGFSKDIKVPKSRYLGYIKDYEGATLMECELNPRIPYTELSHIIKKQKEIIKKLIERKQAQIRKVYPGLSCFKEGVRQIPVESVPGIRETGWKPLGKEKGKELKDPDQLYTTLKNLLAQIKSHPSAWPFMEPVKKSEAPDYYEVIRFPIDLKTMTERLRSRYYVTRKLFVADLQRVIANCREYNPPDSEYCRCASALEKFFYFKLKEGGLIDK
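Enzyme at 20nM final was mixed with library compounds for 15 min at room temperature. Peptide H3(1-25) at 75uM, acetyl-CoA at 70uM and ThioGlo1 at 50uM were then added. Plates were read immediately and after 20 min (Ex340nm/Em540nm).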
FEN1 inhibitor: qHTS Assay for the Inhibitors of Human Flap endonuclease 1 (FEN1) | Recombinant FEN1 flap cleavage, fluorescence, 15 min | Potency, µM (series often up to 114 µM), for the others: at the top dose activity change, negative = inhibition, most hits filed as inhibitors | hit rate 0.35% among 390,000 | AID 588795, 2011; also: nearly all actives have a fitted effect of over 65% in size
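Reaction started by adding substrate (50 nM final) to 10 nM enzyme after 15 min room-temperature compound preincubation. Reads at 0 and 15 min, with data normalized and fitted to a four-parameter Hill equation.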
N370S GC: qHTS Assay for Inhibitors and Activators of N370S glucocerebrosidase as a Potential Chaperone Treatment of Gaucher Disease; hit rate 0.092% among 330,000; Potency, µM (doses to about 59.4 µM), for inactives: top-dose activity change, negative = inhibition, actives largely listed as inhibitors; N370S GC spleen homogenate, 4MU-glucoside fluorescence;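 also: 0% = full enzyme activity and -100% = no enzyme basal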
Starred values were filed as active, the others as inactive; ? = inconclusive; / = no result given; & = joins results of further samples; [ ] = dose if it differs, or a comment. Calls follow the shape of the dose curve; as a rule, active = well fitted curve in the direction sought with a large enough effect; inconclusive = small, poorly fitted or top-dose-only effect, or another doubt; inactive = no such curve, though single readings can be large; an effect the other way counts as inactive or inconclusive. Unless noted, % is scaled to controls: 0 for no effect and ±100 for the full control effect; potency is read from the fitted curve at half-maximal effect. Hits appear at their usual frequency; any-hit rate near 0.54%.

1	O=c1[nH]cnc2c1N=C(c1cccc([N+](=O)[O-])c1)CC(c1ccccc1)N2 (stereo not drawn)
2	CN1C(=O)C(CCC(=O)O)NC1=S (stereo not drawn)
3	Cc1ccc(-n2cc(CCCCCCCCC(=O)O)nn2)cc1
4	Cc1cccc(NC(=O)c2cc(NC(=O)C3CCCCC3C(=O)O)ccc2Cl)n1 (stereo not drawn)
5	O=C(O)CSCc1c(F)cccc1Cl
6	COc1ccc(-c2cc3ccc(OC(C)C(=O)O)cc3oc2=O)cc1 (stereo not drawn)
7	CCc1cc(C(=O)N2CCN(S(=O)(=O)c3ccccc3F)CC2)sc1C
8	O=C(CCc1ccccc1)NNC(=O)Nc1ccc(F)c(Cl)c1

assay / entry,1,2,3,4,5,6,7,8
FEN1 inhibitor,10%,1%,-3%&17%,-2%,4%,-12%,-5%,8%
GCN5L2 inh,12%,87%[activator],-12%,2%,3%,?,-4%,-6%
N370S GC,0%,0%,0%,-5%,7%,?,/,2%

9	CCOC(=O)C1=C(C)NC(=S)NC1C (stereo not drawn)
10	CN(C(=O)CSc1nnc(Cc2cccc3ccccc23)n1N)C1CCS(=O)(=O)C1 (stereo not drawn)
11	COc1ccc(NC(=O)c2ccc(N3C(=O)C4CC=C(C)CC4C3=O)cc2)c(OC)c1 (stereo not drawn)
12	CCOC(=O)N1CCC(NC(=O)c2cc(C(=O)Nc3ccc(S(=O)(=O)N4CCOCC4)cc3)ccc2CO)CC1
13	N#Cc1ccccc1COc1ccc(/C=C/C(=O)O)cc1
14	COc1ccc(-c2csc(N3CCC(C(N)=O)CC3)n2)cc1
15	COc1ccc2oc(=O)cc(CN3CCN(c4ccccc4F)CC3)c2c1
16	COc1ccc(OC)c(/C=N/NC(=O)c2cc[n+](CC(=O)c3ccccc3)cc2)c1

assay / entry,9,10,11,12,13,14,15,16
FEN1 inhibitor,16%,-5%,10%,15%,1%,8%,14%,-4%
GCN5L2 inh,-5%,-5%,6%,-10%,-5%,0%&-2%,0%,-10%
N370S GC,-1%,1%,-3%,12%,3%,/,/,-7%

17	COc1ccc(C(=O)N(Cc2ccccc2)c2cccc(C)c2)cc1S(=O)(=O)N1CCOCC1
18	COC(=O)/C=C\c1cc(O)ccc1O
19	Cc1ccc(Cn2nc(C)c(C(=O)NCC(c3ccc(F)cc3)N3CCOCC3)c2Cl)cc1 (stereo not drawn)
20	Cc1ccc(C(=O)N/C(=C\c2cn(C)c3ccccc23)C(=O)N2CCOCC2)cc1
21	COC(=O)c1ccc2c(=O)n(NC(=O)C(c3ccccc3)c3ccccc3)c(=S)[nH]c2c1
22	O=C(NC(=S)Nc1ccccc1N1CCCC1)c1ccccc1[N+](=O)[O-]
23	Cc1ccc(C(=O)Nc2ccc(C)c(S(=O)(=O)N3CCOCC3)c2)c(C)c1
24	Cc1cc(C)cc(CN2C(=O)NC3(CCCCCC3)C2=O)c1

assay / entry,17,18,19,20,21,22,23,24
FEN1 inhibitor,10%,/,-5%,-6%,0%,-19%,11%,-2%
GCN5L2 inh,-8%,?,-6%,-6%,-8%,-24%,-6%,-20%
N370S GC,1%,-2%,/,-13%,/,4%,-6%,6%

25	N#Cc1cc2c(nc1SCC(N)=O)CCCCC2
26	CC(C)CN(CC(C)C)S(=O)(=O)N1CCC(C(=O)NCc2cccnc2)CC1
27	O=C(c1cc(-c2ccccc2)on1)N1CCN(C(=O)c2ccco2)CC1
28	Cc1ccc(CCNC(=O)C(C)n2nc(C)c3c(C)n(-c4ccccc4)nc3c2=O)cc1 (stereo not drawn)
29	OCC[C@H]1C[C@H](O)[C@@H](O)[C@@]2(OCc3ccccc32)O1
30	CC1(C)CC(=O)c2c(-c3cccnc3)n[nH]c2C1
31	Cc1ccc(S(=O)(=O)N2CCN(C(=O)CSc3nnc(C)s3)C2)cc1
32	CN(C[C@H](Cc1ccccc1)N(C[C@@H](CC1CCCCC1)N(CCc1ccccc1)N=O)N=O)N=O

assay / entry,25,26,27,28,29,30,31,32
FEN1 inhibitor,8%,6%,-13%,-4%,-13%,1%,0%,-6%
GCN5L2 inh,-3%[0.501 µM],-8%,0%,-5%,0%,/,1%,-1%
N370S GC,3%,-8%,-1%,-2%,-16%,6%,5%,-12%

33	O=C(NCc1ccccc1)c1csc(-c2cccnc2)n1
34	O=C(CC1S/C(=N\S(=O)(=O)c2ccc(F)cc2)N(c2ccccc2)C1=O)Nc1ccccc1 (stereo not drawn)
35	COc1cccc(N(C(=O)c2ccco2)C(C(=O)NC2CCCC2)c2ccc(N(C)C)cc2)c1 (stereo not drawn)
36	CC1(OC(=O)c2ccco2)C(=O)C=C2C=C(C3CC3)OC=C2C1=O (stereo not drawn)
37	CCCC(=O)Nc1cccc(-c2nc3ccccc3o2)c1
38	Cc1cc(=O)nc2c3ccccc3n(CC(=O)NC3CCCCC3)n12
39	O=c1[nH]c2c(n(C3CCCCC3)c1=O)CCC2
40	C=CCn1c(COc2ccc(OC)cc2)nnc1SCn1nnc2ccccc2c1=O

assay / entry,33,34,35,36,37,38,39,40
FEN1 inhibitor,2%,-19%,-3%,?,-1%,-15%,-3%,5%
GCN5L2 inh,-17%,-5%,-3%,/,1%,-3%,1%,-2%
N370S GC,-6%,?,-1%,-4%,4%,1%,6%[2.35 µM],5%

41	NS(=O)(=O)OCC(Cc1ccccc1)N1C(=O)c2ccccc2C1=O (stereo not drawn)
42	COc1ccc(N2CCN(C(=O)C3CCCN(S(=O)(=O)c4ccc(C)cc4)C3)CC2)cc1 (stereo not drawn)
43	CC(C)OC(=O)/C(=C\C=C\c1ccccc1)NC(=O)c1ccccc1
44	O=C(c1ccncc1)N1CCC2(CC1)CN(Cc1cc(C(F)(F)F)cc(C(F)(F)F)c1)C2
45	CC(C)N(CCCNC(=O)C1CCC(CNS(=O)(=O)c2ccccc2)CC1)Cc1ccccc1 (stereo not drawn)
46	CCCCc1ccc(NC(=O)C(C)CC)cc1 (stereo not drawn)
47	CC(C)COc1ccc(C(=O)OC2CC(C)(C)OCC2CN(C)C)cc1 (stereo not drawn)
48	COc1cc(-c2nnc3n2N=C(c2ccccc2)CS3)cc(OC)c1OC

assay / entry,41,42,43,44,45,46,47,48
FEN1 inhibitor,-3%,13%,-19%,/,-4%,10%,0%,6%
GCN5L2 inh,-11%,-6%,6%,-15%,-19%,-4%,0%,-3%
N370S GC,-12%,-7%,10%,6%,-6%,12%,-10%,7%

49	COc1ccc([N+](=O)[O-])cc1NC(=O)N(C)Cc1ccco1
50	Cc1cccn2c(=O)c(/C=N/O)c(N3CCOCC3)nc12
51	CCOC(=O)CN1CC23C=CC(O2)C(C(=O)NCc2cccs2)C3C1=O (stereo not drawn)
52	CCN(CC)CCN(CC)Cc1ccccc1Br
53	CSc1ccccc1NC(=O)CSc1nnc(CNC(=O)c2ccccc2F)n1C
54	COc1cccc(N2CCN(CC(=O)Nc3ccc(SC(F)F)cc3)CC2)c1
55	O=C(CN1C(=O)COc2ccccc21)NCCCN1CCOCC1
56	Cc1cccc2nc(=S)n(C(=O)c3ccco3)n12

assay / entry,49,50,51,52,53,54,55,56
FEN1 inhibitor,18%,-4%,2%,-8%,-3%,-15%,-8%,-10%
GCN5L2 inh,4%,-8%,-4%,1%,0%,-19%,2%,2%
N370S GC,11%,2%,1%,-1%,1%,-9%,-5%,7%

57	Cc1sc(NC(=O)c2oc3ccccc3c2C)c(C#N)c1C
58	CCc1c(C)nc(SCC(=O)N2C(C)CCCC2C)[nH]c1=O (stereo not drawn)
59	COc1ccc(O)c(-c2nc(N)nc(N)n2)c1
60	Cc1ccc(-n2c(=O)c3ccc(C(=O)NCc4ccccc4Cl)cc3n(CC(=O)Nc3ccc(C)cc3C)c2=O)cc1
61	CC(C)CN1C(=O)N(c2ccc(Cl)cc2)C(C)(O)CC1(C)C (stereo not drawn)
62	CCc1c(C)c2c(C)nn(-c3ccccc3)c2[nH]c1=O
63	O=C(CN(Cc1ccco1)C(=O)Cn1nnc(-c2cccs2)n1)NCc1ccccc1
64	CC(=O)c1ccc(NC(=O)c2cc(C)nn2-c2ccccc2)cc1

assay / entry,57,58,59,60,61,62,63,64
FEN1 inhibitor,8%,-1%,-11%,-17%,-7%,-1%,-15%,9%
GCN5L2 inh,-18%,-9%,-3%,-4%,17%,-6%,-4%,-7%
N370S GC,1%,-3%,/,/,-11%,14%,12%,/

65	COc1ccc(Cl)cc1NC(=O)c1cc2c(s1)-c1ccccc1OC2
66	Cc1ccc(-c2noc(CN(C(=O)c3cccs3)C(C)C)n2)cc1
67	Cc1ccc(S(=O)(=O)NCC(C)NS(C)(=O)=O)cc1 (stereo not drawn)
68	O=C(NC1CCCCC1)C1CCN(S(=O)(=O)c2cccc3nonc23)CC1
69	O=C(NC1CCCCC1)c1ccc2c(c1)sc1nc(-c3ccc(F)cc3)cn12
70	Cc1cc(C)nc(/N=C(\N)Nc2ccc(-c3ccccc3)cc2)n1
71	CC(=O)Oc1ccccc1-c1nc(C)nc(N(C)C(C)=O)n1
72	COc1cccc(N2C(=O)C3C(C2=O)C3(c2ccccc2)c2ccccc2)c1 (stereo not drawn)

assay / entry,65,66,67,68,69,70,71,72
FEN1 inhibitor,-6%,-11%,7%,-9%,-7%,?,14%,-18%
GCN5L2 inh,-17%,-3%,-8%,-5%,-4%,1%,2%,-3%
N370S GC,/,?,13%,-3%,/,12%,2%,10%

73	COc1cccc(/C=N/NC(=O)c2ccc3nc[nH]c3c2)c1O
74	COc1ccc(-c2cc(C(=O)Nc3ccc(S(=O)(=O)Nc4ncccn4)cc3)c3ccccc3n2)cc1
75	CN(c1ccccc1)S(=O)(=O)c1ccc(C(=O)Nc2ccncc2)cc1
76	COC(=O)CSc1nnc(Cc2ccccc2)n1-c1ccc(C)cc1
77	COc1ccccc1NS(=O)(=O)c1ccc(NC(=O)c2nc3ncccn3n2)cc1
78	Cc1ccc(Cl)cc1NS(=O)(=O)c1ccc2oc(=O)ccc2c1
79	Cc1cnc(C(=O)Nc2ccc(F)cc2)cn1
80	CCC(C)OC(=O)/C(C#N)=C\c1ccc(-c2ccccc2Cl)o1 (stereo not drawn)
81	COc1ccc(NC(=O)Nc2nnc(C(C)C)s2)cc1

assay / entry,73,74,75,76,77,78,79,80,81
FEN1 inhibitor,-6%,-22%,7%,-3%,9%,-5%,-16%,8%,-12%
GCN5L2 inh,-2%,-12%,-4%,2%,-2%,-10%,-7%,4%,-3%
N370S GC,-7%,0%,-13%,2%,5%,-12%,-2%,/,-20%

Screening data as filed in PubChem.
